Bioassay records from PubChem.
aGal spleen mod – inhibitors or activators of human alpha-galactosidase in spleen homogenate; AID 2107; P06280; human spleen homogenate, 4MU-alpha-Gal fluorescence, 40 min; 240,000 compounds, 0.008% hits; Potency, µM (top dose mostly 80 µM), inactives show at the highest dose activity change, negative = inhibition, actives largely listed as inhibitors;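 note: 0% = enzyme with vehicle and -100% = no enzyme basal signal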
Target sequence (P06280 32-429 limits assumed): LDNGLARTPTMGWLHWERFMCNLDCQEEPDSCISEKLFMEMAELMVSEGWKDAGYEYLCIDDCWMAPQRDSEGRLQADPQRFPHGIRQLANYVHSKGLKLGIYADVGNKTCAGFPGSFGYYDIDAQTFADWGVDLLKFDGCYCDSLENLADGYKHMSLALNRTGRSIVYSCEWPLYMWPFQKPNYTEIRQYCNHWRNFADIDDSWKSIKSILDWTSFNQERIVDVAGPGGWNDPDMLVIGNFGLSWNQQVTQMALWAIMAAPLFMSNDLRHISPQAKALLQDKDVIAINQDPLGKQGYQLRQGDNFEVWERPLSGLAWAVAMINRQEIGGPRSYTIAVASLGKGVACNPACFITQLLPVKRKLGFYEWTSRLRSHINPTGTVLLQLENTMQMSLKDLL
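Fluorogenic readout (Ex 365/Em 440 nm) of 4-methylumbelliferone released from 1 mM 4-MU-alpha-galactoside by spleen homogenate, 40 min at 37C, pH 5.0. Data normalized to no-enzyme and enzyme controls; Hill-equation AC50 from compound titrations.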
NPSR antagonist – neuropeptide S receptor (human) antagonism, cAMP | AID 1461 | Potency, µM (series often up to 38.3 µM), for the others: at the highest dose activity change, negative = inhibition, usual class: inhibitors | Q6W5P4 | 220,000 compounds, 1% hits | CHO-NPSR cells, cAMP TR-FRET, antagonist mode; note: % is set by controls: 0 for no effect and ±100 for the full control effect; nearly all actives have a fitted effect of over 50% in size; many of its hits are not listed in these tables
GAA spleen mod – inhibits or activates alpha-glucosidase in human spleen homogenate; P10253; human spleen homogenate, 4-MU-alpha-glucoside fluorescence; Potency, µM (series often up to 79.9 µM), without a hit: at the highest dose activity change, negative = inhibition, actives largely listed as inhibitors; 240,000 compounds, 0.006% hits; AID 2112;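 note: 0% = enzyme with vehicle and -100% = no enzyme basal signal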
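Human spleen homogenate (1 ug) incubated with compounds and 1 mM 4-methylumbelliferyl-alpha-D-glucopyranoside in pH 5.0 citrate/phosphate buffer, 37 C, 40 min. Stopped at pH 10; 4-MU fluorescence (Ex 365/Em 440 nm); AC50 by Hill fit.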
Tau fluor cs – counter-screen for tau fibril formation inhibitors. tau K18 P301L (four-repeat tau fragment) Alexa594 fluorescence, heparin fibrillization. Potency, µM (doses to about 57.7 µM), for inactives: at the top dose activity change, negative = decrease. 280,000 compounds, 0.93% hits; note: % is set by controls: 0 for no effect and ±100 for the full control effect; nearly all actives have a fitted effect of over 55% in size
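Human K18 P301L tau (15 uM unlabeled plus 0.24 uM Alexa 594-labeled, final) in 100 mM sodium acetate pH 7 was mixed with compound and 20 uM heparin and incubated 6 hr at 37 C.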
Epigenetic reg – epigenetic control regulation, reporter derepression; AID 1865; Potency, µM (highest dose often 53.9 µM), inactives show at the top dose GFP activation, hits mostly activators; murine LDR cells, GFP reporter derepression, 30 h; 280,000 compounds, 0.2% hits; note: % of control where 0% means no effect; nearly all actives have a fitted effect of over 60% in size
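Derepression of a silenced CMV-GFP reporter in murine LDR cells is scored by enumerating GFP-positive cells with a laser-scanning microplate cytometer after 30 hours of treatment at 37 C.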
GAA glycogen – GAA glycogen-cleavage inhibition or activation. Potency, µM (highest dose often 76.4 µM), inactives show top-dose activity change, negative = inhibition, actives largely listed as inhibitors. recombinant GAA, glycogen substrate, Amplex Red glucose oxidase fluorescence. P10253. 300,000 compounds, 0.38% hits;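 note: 0% = full enzyme reaction and -100% = no-enzyme basal signal; the screen sought inhibitors and activators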
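qHTS, 1536-well; enzyme 4 nM final; cpd up to 77 uM; substrate bovine liver glycogen 30 ug; 50 mM citrate/phosphate pH 5.0, 0.01% Tween-20; 37 C, 40 min; Amplex Red detection 45 min RT; Hill fit → AC50.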
GAA inhib – alpha-glucosidase (human) inhibition; P10253; Potency, µM (top dose mostly 76.9 µM), for the others: at the highest dose activity change, negative = inhibition, most hits filed as inhibitors; 200,000 compounds, 0.005% hits; purified human GAA, 4-MU-alpha-glucoside fluorescence;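 note: plate controls were uninhibited enzyme wells for no effect and no-enzyme background for full effect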
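qHTS format, compound range up to 77 uM. Human lysosomal enzyme at 4 nM, 400 uM 4-MU glucoside substrate, pH 5.0, 20 min room temperature; fluorescence after alkaline stop gives activity normalized to controls.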
ALDH1A1 inh – blocks purified human ALDH1A1 activity | P00352 | Purified ALDH1A1, NADH fluorescence, propionaldehyde substrate | Potency, µM (doses to about 75.3 µM), without a hit: at the top dose activity, negative = inhibition, hits mostly inhibitors | 220,000 compounds, 7.3% hits | AID 1030; active = well fitted inhibition curve with a large enough effect, not every such curve was filed as active; inconclusive = small, poorly fitted or top-dose-only effect, or another doubt; inactive = no such curve, though single readings can be large or run the other way;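 note: plate controls were no enzyme wells and a reference inhibitor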
Target sequence (P00352 whole entry, looked up): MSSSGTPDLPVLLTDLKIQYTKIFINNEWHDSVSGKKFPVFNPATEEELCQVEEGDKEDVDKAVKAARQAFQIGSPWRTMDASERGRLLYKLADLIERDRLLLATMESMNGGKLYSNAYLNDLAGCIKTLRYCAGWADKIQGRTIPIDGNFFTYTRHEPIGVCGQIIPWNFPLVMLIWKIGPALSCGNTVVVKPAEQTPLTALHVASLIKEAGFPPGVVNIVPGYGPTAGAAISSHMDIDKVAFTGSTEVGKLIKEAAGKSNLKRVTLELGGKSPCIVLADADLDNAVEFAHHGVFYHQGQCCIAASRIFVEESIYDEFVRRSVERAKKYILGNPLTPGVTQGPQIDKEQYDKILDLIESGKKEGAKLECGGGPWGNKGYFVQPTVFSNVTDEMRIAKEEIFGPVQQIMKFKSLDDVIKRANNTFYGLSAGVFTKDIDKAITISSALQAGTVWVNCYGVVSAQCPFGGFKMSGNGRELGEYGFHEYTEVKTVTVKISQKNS
Starred values were filed as active, the others as inactive; ? = inconclusive; / = not tested or not shown; [ ] = remark or other dose. Unless noted, calls come from the whole dose curve; as a rule, active = well fitted curve in the direction sought with a large enough effect; inconclusive = small, poorly fitted or top-dose-only effect, or another doubt; inactive = no such curve, though single readings can be large; an effect the other way counts as inactive or inconclusive. Potency is the fitted concentration of half-maximal effect. The list is partial, so the mix of outcomes need not match the whole.

smiles | aGal spleen mod | NPSR antagonist | GAA spleen mod | Tau fluor cs | Epigenetic reg | GAA glycogen | GAA inhib | ALDH1A1 inh
CCOC(=O)c1c(-c2ccc(F)cc2)csc1NC(=O)CCN1C(=O)c2ccccc2C1=O | 0% | -17%[46.1 µM] | 2% | -17% | -0.9% | -3% | 2% | -11%
CCNC(=S)N(Cc1cc2c(C)ccc(C)c2[nH]c1=O)C1CCCC1 | 3% | 10% | 3% | 1% | -1.4% | 14% | 10% | ?
CC(C)CCOc1cccc(OCC(=O)O)c1 | 3% | -16% | 1% | -12% | 2.2% | 3% | -1% | 7%
CCC(CC)NC(=O)c1ccc(Cl)cc1 | -1% | 8% | 2% | -2% | -1.3% | -4% | -1% | 2%
CCCCc1sc(-c2c(C#N)c(N)nc3c2CCCCC3)cc1[N+](=O)[O-] | 3% | ? | -1% | -20% | -1.0% | -11% | -13% | ?
Cc1nnc(SCC(=O)N(Cc2ccccc2)C(C)(C)C)[nH]c1=O | -11% | -22% | 0% | -3% | 0.0% | -8% | 9% | ?
O=C1Cc2ccccc2N1c1ccccc1 | -11% | -4%[46.1 µM] | -5% | 3% | -1.0% | 13% | 1% | -15%
COC(=O)N/N=C/c1ccc(-c2ccc(Cl)c(Cl)c2)o1 | 3% | 11%[46.1 µM] | -9% | -2% | 0.0% | 4% | -4% | 1%
O=C(c1ccco1)N1N=C(c2ccccc2)CC1c1ccc2nccnc2c1 (stereo unspecified) | 3% | -52% | -4% | -11% | 0.1% | 1% | / | /
Cc1cccc(C)c1NC(=S)N1CC(C)OC(C)C1 (stereo unspecified) | 4% | -14% | 3% | -11% | 0.0% | 7% | / | /
COc1ccc(C[C@@H]2CN3C(=NC[C@@H]3C)N2C[C@H](C)NC(=O)CCC2CCCCC2)cc1 | 5% | 0% | -8% | 4% | -4.5% | 8% | / | 7.1µM*
CCOC(=O)c1[nH]c(C)c(C(=O)OCC(=O)N(CC)C2CCS(=O)(=O)C2)c1C (stereo unspecified) | -1% | 21%[46.1 µM] | -6% | -1% | -1.0% | 3% | 1% | 10%
O=C(Nc1ccc(F)cc1)C1CCC(N2C(=O)c3ccccc3C2=O)CC1 (stereo unspecified) | 2% | 1%[46.1 µM] | -5% | 10% | 0.3% | 4% | -11% | 3%
COC1=C/C(=C/c2c(O)c(C#N)c3ccccn23)C=CC1=O | 1% | 1% | -9% | -21% | -0.6% | ? | / | /
Cc1nc(-c2cccnc2)sc1C(=O)Nc1cccc(C(F)(F)F)c1 | 9% | -14%[46.1 µM] | 2% | -27% | -1.1% | 1% | 1% | 0%
O=C(Nc1cccc(Cl)c1)c1ccncc1 | -9% | -12%[46.1 µM] | -9% | -8% | -1.1% | 4% | -4% | 8%
O=C(c1cc(=O)c2ccccc2o1)N1CCN(c2ccccc2F)CC1 | -12% | -11% | -19% | -14% | 1.1% | 4% | 3% | -15%
O=S(=O)(c1ccc(Oc2ccc(Br)cc2)cc1)N1CCOCC1 | 3% | 0%[46.1 µM] | -2% | -15% | -1.1% | -11% | -6% | -2%
CCOC(=O)C1=C(C)NC2=C(C(=O)CCC2)C1c1coc2ccccc2c1=O (stereo unspecified) | 2% | 7%[46.1 µM] | 0% | -3% | 0.0% | 11% | -15% | ?
Cc1cccc2c1c1ccc3c(c1n2C)C(=O)C=CC3=O | -6% | ? | -5% | 4µM*[quencher] | ? | 6% | -2% | 0.32µM*

Single records, as listed above. Order of screens: aGal spleen mod | NPSR antagonist | GAA spleen mod | Tau fluor cs | Epigenetic reg | GAA glycogen | GAA inhib | ALDH1A1 inh
Profile of Cc1cccc(C)c1NC(=S)N1CC(C)OC(C)C1 (stereo unspecified) → 4% | -14% | 3% | -11% | 0.0% | 7% | / | /
Profile of CC(C)CCOc1cccc(OCC(=O)O)c1 → 3% | -16% | 1% | -12% | 2.2% | 3% | -1% | 7%

Going on with the list:
smiles | aGal spleen mod | NPSR antagonist | GAA spleen mod | Tau fluor cs | Epigenetic reg | GAA glycogen | GAA inhib | ALDH1A1 inh
Cc1cc(N2CCN(C(=O)c3ccco3)CC2)c2ccccc2n1 | 3% | -7% | 0% | -9% | 0.1% | -4% | / | /
COc1ccc(/C=C/C(=O)NC(=S)NNC(=O)c2c(-c3ccccc3)noc2C)cc1 | -2% | -1%[46.1 µM] | -2% | -16% | 0.0% | 9% | 2% | ?
Cc1ccc(C)c(NC(=O)c2ccc(OC(=O)c3ccco3)cc2)c1 | 7% | ? | 1% | -10% | 0.8% | 2% | -5% | 1%
Cc1nonc1OCCN1CCN(c2ccc([N+](=O)[O-])cc2)CC1 | -2% | 13% | 3% | -3% | 4.1% | 2% | 2%[15.4 µM] | -9%
O=C1NC(c2cc3c(cc2Cl)OCO3)Oc2ccccc21 (stereo unspecified) | 17% | -2%[46.1 µM] | 8% | -1% | -1.0% | -14% | 0% | ?
O=C1c2ccccc2C(=O)N1c1cccc(-c2csc(Nc3ccc4c(c3)OCO4)n2)c1 | -4% | 0% | -4% | 7.9µM*[quencher] | 0.0% | ? | -9% | 7.1µM*
O=C1C(Oc2ccccc2)C(c2cccs2)N1Cc1ccc2c(c1)OCO2 (stereo unspecified) | -14% | 13%[46.1 µM] | -6% | -9% | 1.2% | 6% | 2% | -24%
N#CCCn1c(SCC(=O)Nc2ccc(N3CCOCC3)cc2)nc2ccccc21 | 3% | 3% | 1% | -12% | -1.3% | -1% | -6% | ?
O=C(CN1c2cccc3cccc(c23)S1(=O)=O)Nc1cccc(S(=O)(=O)N2CCOCC2)c1 | 9% | 13% | 5% | 5% | -0.1% | -9% | 2% | -1%
Cc1c(Cc2ccccc2)c(=O)oc2cc(O)cc(O)c12 | 15% | -3% | 14% | ? | 0.0% | -28% | 17% | ?
Cc1ccc(C(=O)Nc2ccc(Br)cc2)cc1S(=O)(=O)Nc1ccccn1 | 4% | -2% | 1% | -1% | 1.1% | 3% | 2% | 2%
Cc1nn(C2CCS(=O)(=O)C2)c(Cl)c1/C=C/C(=O)OCC(=O)Nc1ccc2c(c1)OCO2 (stereo unspecified) | 8% | 7% | 6% | 7% | -0.6% | 24% | 5% | 4%
CCN1CCN(C(c2nnnn2Cc2ccc3c(c2)OCO3)C(C)C)CC1 (stereo unspecified) | 3% | -18%[46.1 µM] | -2% | 7% | 0.0% | 5% | -2% | 1%
CCC(C)Sc1nc2c(cnn2-c2ccc(C)c(C)c2)c(=O)[nH]1 (stereo unspecified) | 6% | 8%[46.1 µM] | 1% | 3% | -0.8% | 3% | -7% | 6%
Cc1ccc(C)c(Cn2c(=O)c3c(nc4n3CCN4Cc3ccco3)n(C)c2=O)c1 | 2% | -20%[46.1 µM] | 3% | -15% | -2.6% | 3% | -2% | ?
CC(C)NC[C@@H](O)COc1ccccc1-n1cccc1 | 6% | / | -4% | -11% | -2.5% | / | / | -2%
Cc1ccc2cc3cc(C(=O)NCc4ccco4)oc3nc2c1 | -11% | -22%[46.1 µM] | -5% | -8% | 4.6% | 5% | ? | ?
O=C(Nc1cccc(-c2csc(Nc3cccc(C(F)(F)F)c3)n2)c1)c1ccccc1 | 8% | -24% | 5% | 8.9µM*[quencher] | -3.6% | -11% | / | /
N/C(=N/OCC(=O)Nc1cccc2ccccc12)c1nonc1N | 4% | -7%[46.1 µM] | 0% | -4% | -0.4% | 4% | ? | ?
O=C(CS(=O)(=O)c1c[nH]c2ccccc12)N1CCCCCC1 | 1% | 0% | 2% | -4% | -5.2% | 0% | ? | ?

(next part)
smiles | aGal spleen mod | NPSR antagonist | GAA spleen mod | Tau fluor cs | Epigenetic reg | GAA glycogen | GAA inhib | ALDH1A1 inh
CCOC(=O)N1CCN(C(=O)/C(=C/c2ccc(Cl)cc2)NC(=O)c2ccccc2)CC1 | -2% | -9% | -17% | 6% | -0.4% | -14% | 1% | ?
CN(C)c1nc(=S)nc(NCc2ccccc2)[nH]1 | -2% | -5% | 6% | -2% | 0.1% | -5% | ? | -13%
COCc1c(C(=O)N/N=C/C2CC=CCC2)nnn1-c1nonc1N (stereo unspecified) | 3% | 11% | 7% | 5% | 4.7% | 2% | 2% | -8%
Oc1ccc(/C=N/Nc2nccnc2Cl)cc1 | 2% | -17%[46.1 µM] | -7% | -7% | -0.8% | 11µM* | -11% | -2%
O=C(CCSc1nc2ccccc2s1)N/N=C/c1c(O)ccc2ccccc12 | 4% | -1% | -2% | ? | ? | -4% | 2% | -1%
CCOC(=O)/C(=C\C=C1/Sc2ccccc2N1CC)C(C)=O | -4% | -17% | -9% | -24% | 16µM* | -6% | -8% | -3%
CNC(=O)c1ccc(-c2nc(-c3ccccc3)cs2)cc1 | -1% | -3% | -14% | -21% | 0.0% | -15% | -1% | -8%
O=C(NCc1ccco1)c1ccc(NS(=O)(=O)c2cccc([N+](=O)[O-])c2)cc1 | -6% | -3% | 0% | -1% | -0.2% | ? | -4% | 7%

In the list so far, these have a Cl atom:
smiles | aGal spleen mod | NPSR antagonist | GAA spleen mod | Tau fluor cs | Epigenetic reg | GAA glycogen | GAA inhib | ALDH1A1 inh
CCC(CC)NC(=O)c1ccc(Cl)cc1 | -1% | 8% | 2% | -2% | -1.3% | -4% | -1% | 2%
COC(=O)N/N=C/c1ccc(-c2ccc(Cl)c(Cl)c2)o1 | 3% | 11%[46.1 µM] | -9% | -2% | 0.0% | 4% | -4% | 1%
O=C(Nc1cccc(Cl)c1)c1ccncc1 | -9% | -12%[46.1 µM] | -9% | -8% | -1.1% | 4% | -4% | 8%
O=C1NC(c2cc3c(cc2Cl)OCO3)Oc2ccccc21 (stereo unspecified) | 17% | -2%[46.1 µM] | 8% | -1% | -1.0% | -14% | 0% | ?
Cc1nn(C2CCS(=O)(=O)C2)c(Cl)c1/C=C/C(=O)OCC(=O)Nc1ccc2c(c1)OCO2 (stereo unspecified) | 8% | 7% | 6% | 7% | -0.6% | 24% | 5% | 4%
CCOC(=O)N1CCN(C(=O)/C(=C/c2ccc(Cl)cc2)NC(=O)c2ccccc2)CC1 | -2% | -9% | -17% | 6% | -0.4% | -14% | 1% | ?
Oc1ccc(/C=N/Nc2nccnc2Cl)cc1 | 2% | -17%[46.1 µM] | -7% | -7% | -0.8% | 11µM* | -11% | -2%
